# Assay outcomes: PubChem, The Scripps Research Institute Molecular Screening Center
# CHO-K1 Ca antag – M1 antagonist counterscreen hit in parental CHO-K1 cells | 360,000 tested, 0.6% active | ATP-induced calcium, Fluo-8 fluorescence | inhibition, % at 3 µM;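 active = inhibition above a per-plate cutoff, the plate's mean sample inhibition plus 3 SD, cut at about 24% in these data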;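 also: 0% = DMSO plus EC80 ATP and 100% = DMSO alone without ATP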
# V1R ag counter – counter-screen for oxytocin receptor agonists: human V1a receptor agonists; P37288; CHO-V1R cells, Fluo-8 calcium fluorescence, agonist mode; 0% DMSO, 100% 3 nM vasopressin; activation, % at 3 µM; 320,000 tested, 0.25% active;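 active = activation above the mean activation of all tested compounds plus 3 SD, per screening run, cut at about 20% in these data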;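 also: signal is peak over basal fluorescence ratio across a 100 second FLIPR read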
# Target sequence (P37288 whole entry, looked up): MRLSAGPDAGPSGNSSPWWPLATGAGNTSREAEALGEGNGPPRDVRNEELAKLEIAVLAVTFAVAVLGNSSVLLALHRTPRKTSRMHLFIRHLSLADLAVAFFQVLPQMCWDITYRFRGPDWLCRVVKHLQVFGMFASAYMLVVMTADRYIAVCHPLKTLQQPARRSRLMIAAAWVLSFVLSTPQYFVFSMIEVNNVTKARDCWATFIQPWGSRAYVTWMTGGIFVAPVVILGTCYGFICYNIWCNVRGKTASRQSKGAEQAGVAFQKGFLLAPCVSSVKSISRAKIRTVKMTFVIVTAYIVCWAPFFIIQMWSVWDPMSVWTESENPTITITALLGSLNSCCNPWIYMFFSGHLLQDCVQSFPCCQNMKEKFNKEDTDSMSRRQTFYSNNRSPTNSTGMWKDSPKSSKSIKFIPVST
# OXTR ag – agonists of human oxytocin receptor | 320,000 tested, 0.32% active | activation, % at 3 µM | CHO-OTR cells, Fluo-8 calcium fluorescence; normalized: DMSO 0%, oxytocin 100% | AID 2435 | P30559;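 active = activation above the mean of all tested compounds plus 3 SD, cutoff set per screening run, cut at about 20% in these data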;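 also: peak over basal fluorescence ratio from a 100 s FLIPR kinetic read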
# CHO-K1 Ca PAM – nonselective activator or artifact in parental CHO-K1 calcium assay; ATP EC20, Fluo-8 calcium fluorescence; 0% at ATP EC20, 100% at ATP max; activation, % at 3 µM; 360,000 tested, 0.02% active; AID 602247;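 active = activation above the run cutoff, the mean activation of all test compounds plus 3 SD, cut at about 40% in these data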;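 also: peak over basal fluorescence ratio in a 140 s read after ATP addition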
# CHO parental Ca – counter-screen: ATP calcium response change in parental CHO cells | parental CHO-K1, ATP-induced calcium, Fluo-8 fluorescence | inhibition, % at 5.6 µM | 330,000 tested, 0.63% active;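 active = inhibition above that plate's mean sample inhibition plus 3 SD, cut at about 26% in these data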;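 also: 0% = ATP-challenged DMSO wells and 100% = DMSO wells without ATP; some compounds past the cut are filed as inactive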
#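 Measured by: calcium-sensitive Fluo-8 fluorescence / Test system: CHO parental line / Controls: ATP-challenged DMSO wells low, unchallenged DMSO wells high / Measure: % inhibition / Compound: single nominal dose of 5.6 µM per compound / Replicates: single well per compound, no replicates / Reagent: ATP as calcium-mobilizing challenge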
# TAAR1 antag – human TAAR1 antagonism. Q96RJ0. CHO RD-HGA16 TAAR1, Fluo-8 calcium fluorescence, antagonist. inhibition, % at 3 µM. 360,000 tested, 1.5% active. AID 624466;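 active = inhibition above a per-plate cutoff, the mean inhibition of test compounds on that plate plus 3 SD, cut at about 49% in these data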;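 also: 0% = DMSO plus EC80 beta-PEA response and 100% = DMSO alone without agonist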
# Target sequence (Q96RJ0 whole entry, looked up): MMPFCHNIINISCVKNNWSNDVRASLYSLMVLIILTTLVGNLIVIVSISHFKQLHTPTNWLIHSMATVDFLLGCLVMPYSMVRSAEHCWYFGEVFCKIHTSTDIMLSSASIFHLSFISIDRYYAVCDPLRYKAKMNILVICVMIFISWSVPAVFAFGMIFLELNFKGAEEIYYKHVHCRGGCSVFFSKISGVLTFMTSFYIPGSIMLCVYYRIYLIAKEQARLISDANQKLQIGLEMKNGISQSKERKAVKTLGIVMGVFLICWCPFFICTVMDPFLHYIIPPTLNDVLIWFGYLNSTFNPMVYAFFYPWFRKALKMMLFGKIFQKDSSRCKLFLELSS
#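 Test system – hTAAR1-expressing CHO RD-HGA16 cells, Gα16-coupled · Reagent – β-PEA at EC80 concentration, post-compound challenge · Compound dosing – 3 µM, single point · Timing – 140 s kinetic read after compound, 140 s after agonist · Detection – Fluo-8 intracellular calcium dye fluorescence, real-time kinetic reads · Control set – DMSO and EC80 PEA controls · Repeats – n of 1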
# GPR7 antag – blocks human GPR7 receptor signaling | AID 1861 | GPR7-expressing cells, fluorescence antagonist assay | P48145 | inhibition, % at 4.4 µM | 290,000 tested, 1.1% active; in the data active = inhibition above about 16%, passing the limit was not always enough;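 also: cells stimulated with the agonist NPW; 0% = agonist with vehicle and 100% = vehicle without agonist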
# Target sequence (P48145 whole entry, looked up): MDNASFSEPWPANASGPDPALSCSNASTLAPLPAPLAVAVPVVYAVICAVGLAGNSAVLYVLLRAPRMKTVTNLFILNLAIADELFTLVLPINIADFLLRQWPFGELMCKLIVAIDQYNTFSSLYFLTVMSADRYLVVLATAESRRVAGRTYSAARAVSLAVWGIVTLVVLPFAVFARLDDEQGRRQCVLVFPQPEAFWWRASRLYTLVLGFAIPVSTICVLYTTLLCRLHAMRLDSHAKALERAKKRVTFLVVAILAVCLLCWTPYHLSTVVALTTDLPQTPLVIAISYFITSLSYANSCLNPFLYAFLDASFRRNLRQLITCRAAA
# CHO-K1 Ca ag – M1 agonist counterscreen hit in parental CHO-K1 cells; Fluo-8 calcium fluorescence; scaled to maximal ATP response, vehicle zero; 360,000 tested, 0.48% active; activation, % at 3 µM; in the data active = activation above about 15%;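 also: untransfected CHO-K1 host cells lacking M1 receptor as counterscreen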
# OXTR potentiate – potentiates the human oxytocin receptor response; P30559; CHO-OTR cells, Fluo-8 calcium fluorescence, potentiator mode; 0% = oxytocin EC15, 100% = EC100; activation, % at 3 µM; 320,000 tested, 0.061% active; AID 2445;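 active = activation above that plate's cutoff, the mean activation of tested compounds plus 3 SD, cut at about 6.6% in these data, passing the limit was not always enough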;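 also: 100% uses oxytocin at 75 nM as the full agonist control; some results filed as inactive read as strong as hits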
#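 test system = CHO-OTR cells, human receptor | compound = single-point 3.0 µM | schedule = 6 min compound pre-incubation at room temperature, 100 s kinetic read | signal = Fluo-8 no-wash calcium dye fluorescence, excitation 470-495 nm, emission 515-575 nm | repeats = single well per compound, singlicate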
# * = called active by the depositor; . = not tested or not shown.
SMILES,CHO-K1 Ca antag,V1R ag counter,OXTR ag,CHO-K1 Ca PAM,CHO parental Ca,TAAR1 antag,GPR7 antag,CHO-K1 Ca ag,OXTR potentiate
CC(=O)N1CCOc2ccc(S(=O)(=O)N3CCC(C(=O)Nc4ccc(F)cc4)CC3)cc21,-12,3.7,2.6,-7,-3,5,2,8.9,-9
Cc1cccc(NC(=O)NCCN2CCN(c3ccccc3)CC2)c1C,-6,1.0,0.7,-7,-22,-7,7,1.6,-9
CCn1cc(C(=S)N2CCC(C(N)=O)CC2)c2ccccc21,-6,-1.4,-2.0,2,-4,-16,-5,0.2,-20
CCCOc1ccc(/C(O)=C2/C(=O)C(=O)N(CCN3CCOCC3)C2c2ccccc2)cc1 (stereo unspecified),0,.,.,-5,.,8,.,0.5,.
CCN=C1SC(C(N)=O)CC(=O)N1CC (stereo unspecified),-4,0.2,0.6,10,2,-1,-1,0.1,-3
CCn1c(=NC(=O)C2COc3ccccc3O2)sc2c(OC)ccc(OC)c21 (stereo unspecified),-8,-1.2,-1.8,4,-15,26,-12,-0.1,-11
C1CCN(c2nc3nonc3nc2N2CCCCC2)CC1,-13,-1.2,-1.8,6,-15,.,-9,-0.4,0
O=C1c2oc3ccc(Cl)cc3c(=O)c2C(c2ccco2)N1CCN1CCOCC1 (stereo unspecified),0,0.8,0.1,10,-10,-15,2,1.5,1
O=C(c1ccc(Cl)c(S(=O)(=O)N2CCCC2)c1)N1CCN(c2ncccn2)CC1,-2,0.9,-0.2,13,-14,-5,-6,1.5,-9
O=C(NC1CC1)C1CCN(C2CCN(C(=O)Cc3ccc(F)cc3)CC2)CC1,-12,1.8,0.4,-2,8,-5,-12,0.8,1
COc1cc(SC)ccc1C(=O)OCC(=O)N1CCCC1,-8,-0.1,-0.2,-2,-9,-26,-6,0.5,-9
CN(CC(=O)Nc1ccccc1C(F)(F)F)C(=O)C1=COCCO1,-6,0.7,0.4,11,6,-5,.,1.9,-4
O=C(COC(=O)CCc1nc2ccccc2c(=O)[nH]1)NC1CCS(=O)(=O)C1 (stereo unspecified),-12,0.4,-0.8,15,-12,-7,-12,0.1,-2
Brc1cc2c(cc1-c1nc3ccccc3s1)OCO2,-8,-0.8,-1.5,5,-3,-24,-9,-0.9,-4
O=C(CSCSCC(=O)NCC1CCCO1)NCC1CCCO1 (stereo unspecified),-26,-0.2,-0.3,12,0,2,-7,0.6,-6
Cc1ccc2c(c1)C(=O)C(=O)N2c1ccc(C(F)(F)F)cc1,-4,9.6,-1.6,21,-14,8,.,1.1,4
CCN1C(=O)N[C@@H](c2ccccc2)[C@@H](C(=O)OC)[C@H]1C,1,0.0,-1.1,-10,-4,-3,.,-0.2,-18
O=S1(=O)C=CC(c2ccccc2)C1 (stereo unspecified),-6,0.8,0.9,7,-29,-7,-18,0.3,-2
CC(C)(O)C#Cc1ccc(CN2CCN(C3CCCCC3)C(CCO)C2)s1 (stereo unspecified),-12,1.0,0.9,17,-8,-16,-3,0.0,0
O=C(c1cccs1)N1CCN=C1SCc1cccc(F)c1,0,-1.2,-0.2,-11,-15,-10,-14,0.5,1

# Single records, from the list above:
# Profile of Brc1cc2c(cc1-c1nc3ccccc3s1)OCO2 : CHO-K1 Ca antag: -8; V1R ag counter: -0.8; OXTR ag: -1.5; CHO-K1 Ca PAM: 5; CHO parental Ca: -3; TAAR1 antag: -24; GPR7 antag: -9; CHO-K1 Ca ag: -0.9; OXTR potentiate: -4
# Profile of CCN=C1SC(C(N)=O)CC(=O)N1CC (stereo unspecified) : CHO-K1 Ca antag: -4; V1R ag counter: 0.2; OXTR ag: 0.6; CHO-K1 Ca PAM: 10; CHO parental Ca: 2; TAAR1 antag: -1; GPR7 antag: -1; CHO-K1 Ca ag: 0.1; OXTR potentiate: -3

# Later entries:
SMILES,CHO-K1 Ca antag,V1R ag counter,OXTR ag,CHO-K1 Ca PAM,CHO parental Ca,TAAR1 antag,GPR7 antag,CHO-K1 Ca ag,OXTR potentiate
CCCCN(C(=O)c1ccc([N+](=O)[O-])s1)c1c(N)n(CC(C)C)c(=O)[nH]c1=O,-4,-1.3,-0.7,12,-1,-9,.,1.2,-18
CC1(C(=O)NS(=O)(=O)c2cccc(Cl)c2)CCN1C(=O)C/C=C/c1ccccc1 (stereo unspecified),10,.,.,-4,.,-30,.,0.1,.
CCN(CC)c1ccc(N=Cc2cc(Br)ccc2O)cc1,0,0.1,0.1,14,-16,3,-9,-0.1,7
O=C(COc1ccccc1F)N/N=C1\CCCc2ccccc21,-7,0.2,-0.2,19,-3,-8,-9,0.5,-11
C=CCn1c(COc2ccccc2F)nnc1SCC(=O)Nc1cc2oc3ccccc3c2cc1OC,-25,0.1,-1.0,20,-15,6,-4,0.3,-7
COc1cc(NC(=O)CSc2nc3ccccc3cc2C)c(C(=O)O)cc1OC,-13,1.1,-2.1,19,-15,-6,-4,0.4,0
CCOC(=O)c1c(CSc2ccccc2)oc2ccc(O)cc12,-7,0.0,-1.2,10,26*,10,-7,0.2,-11
COc1cc(SC)ccc1C(=O)N1CCN(c2ccc(O)cc2)CC1,0,3.1,1.9,5,-3,10,-3,0.3,0
Cn1c(CCC(=O)OCC(=O)NCC(F)(F)F)nc(=O)c2ccccc21,-10,0.1,-0.2,10,-2,5,-8,-0.1,-19
O=S(=O)(c1ccc(Cl)cc1)N1CCSC1c1ccco1 (stereo unspecified),-1,-1.0,-1.8,12,-17,12,-9,0.0,-13
COc1ccc(C(=O)N2CCCC(Nc3ccc(C)c(C)c3)C2)cc1 (stereo unspecified),0,-1.7,15,6,-19,-3,-14,1.0,-9
CC1=C(C(=O)N2CCOCC2)CC(CC(=O)NCC2CCCCC2)C(=O)N1CCCN1CCCC1=O (stereo unspecified),-3,.,.,13,.,-18,.,0.6,.
CC(CN1C(C)CCCC1C)OC(=O)c1ccc(F)cc1 (stereo unspecified),-2,0.2,-0.3,2,-6,-4,10,0.1,-1
O=C(CSc1nc2ccccc2c(=O)n1-c1ccc(F)cc1F)Nc1ccc(N2CCOCC2)cc1,1,-0.9,-1.7,2,0,8,-7,0.2,-8
C=CCn1cc(C(=O)NCCN(CC)CC)c(=O)c2cc(S(=O)(=O)N3CCCCCC3)ccc21,-13,-1.2,0.2,-1,-26,7,3,-0.1,-1
CCOC(=O)c1c(NC(=O)C2=COCCO2)sc2c1CCN(C(=O)OC)C2,15,-0.6,0.2,2,-20,-19,.,0.0,-2
CCOC(=O)N1C(=O)[C@](c2ccc(Cl)cc2)(C(C)C)N1C(=O)OCC,1,0.0,-2.4,-8,-23,16,21,-1.2,-1
CC(=O)C1=C(C)NC(SCC(=O)c2cc(Cl)ccc2Cl)=C(C#N)C1c1ccco1 (stereo unspecified),7,1.4,2.4,-8,-13,40,-13,0.1,-11
Cc1cccc(NC(=O)c2nc[nH]c2C(=O)NCCN(CCNC(=O)c2[nH]cnc2C(=O)Nc2cccc(C)c2)CCNC(=O)c2[nH]cnc2C(=O)Nc2cccc(C)c2)c1,-12,1.9,2.5,5,-13,21,.,0.2,-9
NS(=O)(=O)c1ccc(NC(=S)NCCc2ccccc2)cc1,-4,-0.2,1.0,10,5,33,4,0.2,-5
O=C(N/N=C/c1ccccn1)c1cc(-c2cccc3ccccc23)n[nH]1,-4,0.0,-0.6,9,-15,33,-4,3.0,-7
Cc1ccc(S(=O)(=O)N[C@H](C(=O)NC2CCC(C)CC2)C(C)C)cc1 (stereo partly specified),-18,-0.3,-1.7,13,-19,-1,.,-1.0,1
O=C(NCc1ccc2c(c1)OCO2)c1ccc(COc2cccc(Cl)c2)o1,2,3.0,1.8,19,-16,26,1,2.1,-17
CC(C)(C)c1ccc(S(=O)(=O)Nc2noc3ccccc23)cc1,-8,2.9,3.0,-9,-10,-10,-13,1.3,-6
O=C(CSCc1ccc([N+](=O)[O-])cc1)N/N=C/c1cccnc1,-11,0.6,0.9,22,3,2,2,1.3,-8
Cc1cc(O)c(C(C)C)cc1NC(=O)Nc1ccc([N+](=O)[O-])cc1,2,.,.,7,.,6,.,0.4,.
Cc1nc2ccc(S(=O)(=O)N(C)CC(=O)NC(C)c3ccccc3)cc2s1 (stereo unspecified),11,1.7,0.5,-4,-27,-10,3,-0.5,-4
Cc1ccc(-c2nc(CS(=O)CC(=O)NCc3ccco3)c(C)o2)cc1 (stereo unspecified),-12,-0.3,-2.4,6,-13,10,-9,-0.6,-4
Cc1ccccc1CN(c1ccc(C(N)=O)cc1)S(C)(=O)=O,11,-0.1,1.0,12,-14,1,-2,-0.3,3
NS(=O)(=O)c1ccc(CCNC(=O)C2CCCN(S(=O)(=O)c3cccnc3)C2)cc1 (stereo unspecified),5,-0.4,0.8,4,-13,-29,-3,-0.1,-4
CSC(SC)=C(C(C)=O)C(=O)c1ccc(C)cc1,-8,0.6,-2.6,11,-1,-2,-4,0.4,-4
Nc1cc(N)nc(SCc2nnnn2-c2ccc(Cl)cc2)n1,-1,1.5,0.4,4,-5,-1,-6,0.2,-5
CC(C)Nc1nc(NC2CCCC2)nc(N2CCOCC2)n1,-2,.,.,-21,.,-13,.,-0.5,.
CC1Oc2ccccc2N(CC(=O)N2CCCC2)C1=O (stereo unspecified),-19,0.3,0.2,-2,-7,-8,-4,-0.5,-1
COC(=O)CNC(=O)COC(=O)c1cc(Cl)cc(Cl)c1N,-5,1.1,1.6,4,-9,3,-4,-0.1,-12
CN(Cc1ccc(Cl)c(Cl)c1)C(=O)C1CSC2(C)CCC(=O)N12 (stereo unspecified),-8,1.4,1.8,2,-24,8,.,2.1,-5
O=C(NCc1cccnc1)C(=O)NCC1OCCCN1S(=O)(=O)c1ccc(F)cc1 (stereo unspecified),-6,0.5,-1.0,-2,12,3,-14,-0.1,-4
CC(C)c1ccc(OCC(=O)Nc2c3c(nn2C(C)(C)C)CS(=O)(=O)C3)cc1,2,-0.8,-1.4,9,-4,-18,.,0.3,-5
CCOc1cc(NS(=O)(=O)c2ccc(OC)cc2)c(OCC)cc1NC(C)=O,-19,-0.3,-0.2,12,-17,-13,3,1.4,-11
CC(C)c1ccc2oc(-c3ccc(NC(=O)c4ncn[nH]4)cc3)nc2c1,.,0.5,0.5,.,9,-9,-5,.,3
CNc1nc(-c2ccc3c(c2)CCN3C(=O)c2ccc(F)cc2)cs1,-3,.,.,9,.,-5,2,3.0,.
CCOC(=O)N1CCN(C(=O)COC(=O)C2CCN(S(=O)(=O)c3ccc(C)c(C)c3)CC2)CC1,-7,0.5,0.2,11,-23,3,.,0.5,2
O=C1OCCN1C(=O)[C@H]1[C@H](c2ccc([N+](=O)[O-])cc2)C(c2ccccc2)=NN1c1ccccc1,-12,.,.,6,-14,17,.,-0.2,.
